Compound activity: PubChem, Broad Institute
ERp5 inh = inhibitors of human ERp5; Q15084; ERp5 insulin aggregation, absorbance 650 nm, 90 min; inhibition, % at 9.99 µM; 0.05% of 350,000 active;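 active = mean replicate inhibition above about 25%, with every replicate also reaching it, limit read from the data, passing the limit was not always enough; inconclusive = only one of those two criteria met; inactive = neither criterion met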
Target sequence (Q15084 whole entry, looked up): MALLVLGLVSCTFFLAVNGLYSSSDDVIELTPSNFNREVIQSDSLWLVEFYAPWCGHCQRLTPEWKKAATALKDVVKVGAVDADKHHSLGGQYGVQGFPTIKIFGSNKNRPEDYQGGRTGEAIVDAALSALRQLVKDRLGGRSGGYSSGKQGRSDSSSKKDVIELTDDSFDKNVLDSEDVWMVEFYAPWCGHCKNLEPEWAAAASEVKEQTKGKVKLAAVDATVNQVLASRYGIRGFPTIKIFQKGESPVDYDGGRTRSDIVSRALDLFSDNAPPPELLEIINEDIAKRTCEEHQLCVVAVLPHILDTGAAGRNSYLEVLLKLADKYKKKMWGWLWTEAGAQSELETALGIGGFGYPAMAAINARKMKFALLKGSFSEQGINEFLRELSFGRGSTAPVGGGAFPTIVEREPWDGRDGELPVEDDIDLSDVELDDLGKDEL
ARNT TACC3 PPI = disrupts binding between human ARNT and TACC3 | Q9Y6A5 | AlphaScreen His-ARNT PAS-B/GST-TACC3 binding, luminescence; TACC3 fragment carries E629A point mutation | inhibition, % at 9.99 µM | 0.66% of 390,000 active;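 active = mean inhibition of replicates at least 50% and at least half of replicates each reaching 50%; inconclusive = half or more replicates reach 50% but mean below 50%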;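 also: 0% = complete ARNT plus TACC3 wells and 100% = ARNT alone without TACC3; many hits fall short of the cut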
RAD54 inh = RAD54 (human) branch migration inhibition | AID 602329 | inhibition, % at 10.4 µM | Q92698 | RAD54 Holliday junction branch migration, FAM/BHQ fluorescence | 0.14% of 360,000 active;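 active = mean normalized replicate activity at least 40 and at least half of replicates scoring 40 or more; inconclusive = only one of the two criteria met; inactive = mean below 40 and under half of replicates reaching 40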;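 also: 0% = median of neutral control wells and 100% = median of positive control wells; inhibitors cause a drop in the FAM fluorescence signal; in these data hits start at about 50%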
E-sel inducer = induces E-selectin expression in human endothelial cells. HUVEC E-selectin immunofluorescence imaging; normalized: neutral wells 0, TNF-alpha wells 100. activation, % at 7.58 µM. AID 686992. P16581. 0.37% of 260,000 active;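 active = mean E-selectin-positive cell signal at least 10% of the positive control, reached in at least 60% of replicates, without over 20% cell loss; inconclusive = no rule given, readout overlaps actives, possibly toxicity-flagged; inactive = the rest, including those meeting only one limit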;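 also: in these data hits start at about 27%; measured in HUVEC primary endothelial cells; signal is the percent of cells scored E-selectin positive by PE staining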
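Test system – human umbilical vein endothelial cells (HUVEC), E-selectin induction · Input – 3,000 HUVEC seeded per well · Buffer or medium – EGM-2, gelatin · Compound dosing – single-point compound dose · Detection – immunofluorescence imaging · Measure – percent E-selectin-positive cells · Controls – TNF-alpha high, DMSO low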
RAD52 inh = inhibitors of human RAD52 DNA annealing; P43351; AID 651710; recombinant RAD52 DNA annealing, FRET fluorescence; 0.46% of 360,000 active; inhibition, % at 18.7 µM;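 active = every replicate showing at least 50% inhibition; inconclusive = mean inhibition at least 50% but not in every replicate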
Target sequence (P43351 whole entry, looked up): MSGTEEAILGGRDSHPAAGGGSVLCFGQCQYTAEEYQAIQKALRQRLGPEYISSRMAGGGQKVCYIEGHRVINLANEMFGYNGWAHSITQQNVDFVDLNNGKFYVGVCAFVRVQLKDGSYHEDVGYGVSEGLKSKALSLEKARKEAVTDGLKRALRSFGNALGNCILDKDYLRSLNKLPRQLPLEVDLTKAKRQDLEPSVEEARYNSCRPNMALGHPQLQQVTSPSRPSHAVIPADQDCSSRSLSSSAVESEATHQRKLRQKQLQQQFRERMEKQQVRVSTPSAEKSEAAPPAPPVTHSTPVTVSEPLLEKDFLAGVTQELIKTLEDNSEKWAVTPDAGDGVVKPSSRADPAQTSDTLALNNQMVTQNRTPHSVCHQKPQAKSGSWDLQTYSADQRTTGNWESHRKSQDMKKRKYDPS
PglD inh = inhibitors of Campylobacter jejuni PglD acetyltransferase; purified PglD enzyme, DTNB colorimetric CoA detection; inhibition, % at 12.5 µM; 0.098% of 360,000 active; in the data active = inhibition above about 16%, passing the limit was not always enough; inconclusive = no clear call, values can overlap the other calls; also: strong numbers were not always called active
CASP6 VEID inh = blocks human caspase-6 cleavage activity. P55212. purified caspase-6, Z-VEID-R110 cleavage fluorescence. inhibition, % at 12.5 µM. 0.53% of 350,000 active;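 active = mean inhibition across replicates at least about 35%, with every replicate also reaching that limit, limit read from the data; inconclusive = only one of the two criteria met; inactive = neither criterion met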;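 also: 0% = median of neutral control wells and 100% = no fluorescence left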
esBAF inh = SWI/SNF esBAF complex inhibition | 2% of 350,000 active | mouse ES cells, Bmi1-luciferase knock-in reporter, 24 h; 100% = twice the neutral-well signal | reporter increase, % at 12.5 µM; in the data active = activation above about 40%; inconclusive = no clear call, values can overlap the other calls;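 also: 0% = median of the plate's neutral control wells and 100% = double that signal; a rise in the Bmi1 reporter signal indicates esBAF inhibition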
* = called active by the depositor; ? = inconclusive; nt = not tested or not shown; & = joins results of further samples.

SMILES	ERp5 inh	ARNT TACC3 PPI	RAD54 inh	E-sel inducer	RAD52 inh	PglD inh	CASP6 VEID inh	esBAF inh
COc1ccc2c3c(n(C)c2c1)[C@@H](CO)N(CC1CC1)CC31CCN(C(=O)Nc2ccccc2)CC1	4	nt	nt	0.0	-30	nt	-5	nt
CC(C)[C@@H]1Cc2[nH][nH]c(=O)c2[C@H](CCc2ccccc2)O1	2	nt	nt	0.9	-21	nt	0	nt
C[C@H](NC(=O)C1CCN(S(=O)(=O)c2ccccc2)CC1)C(=O)NCc1cccc(C(F)(F)F)c1	-1	0	-13	nt	-8	-4	-3	4
O=S(=O)(c1ccc(F)cc1)N1CC[C@@H]2[C@H](CO)Nc3ccc(-c4ccccc4F)cc3[C@@H]21	8	6	-1	1.3	-4	2	0	-8
O=C(C[C@@H]1C/C=C/CC[C@@H](Cc2ccc(F)cc2)C(=O)OCCNC1=O)N[C@H](CO)Cc1ccccc1	6	25	3	-0.2	-9	3	4	-2
CC1CN(C(=O)CN2C(=O)NC3(CCCCCCC3)C2=O)CC(C)O1 (centres undefined)	nt	8	5	nt	nt	-3	nt	-1
COc1cc(OC)c2c(C)cc(=O)oc2c1	nt	5	1	nt	nt	7	nt	-3
O=S(=O)(N[C@@H]1CCCN(Cc2ccc(OCCO)cc2)C1)c1cc(Cl)ccc1Cl	0	2	-16	nt	19	8	0	nt
C[C@H]1CN([C@@H](C)CO)S(=O)(=O)c2ccc(/C=C/c3ccccc3)cc2O[C@H]1CN(C)C(=O)c1ccncc1	2	8	3	-0.1	2	-1	6	-1
Cc1nn(C(C)C(=O)O)c(C)c1[N+](=O)[O-] (centres undefined)	1	0	-3	2.0	-7	2	-2	-7
COC(=O)Nc1ccc(S(=O)(=O)N2CCCC(C(=O)N3CCCCCC3)C2)cc1 (centres undefined)	-2	-5	nt	1.3	-13	nt	0	nt
CCC(=O)N(CCC(c1ccco1)C(C)C)Cc1ccccc1 (centres undefined)	-4	-17	-13	-0.2	-11	-4	3	0
O=C(O)c1ccccc1-c1nc2ccccc2[nH]1	-5	-6	0	5.6	-2	-4	0	34
O=C(Cn1cccc(C(F)(F)F)c1=O)c1ccc(Cl)cc1	0	4	9	nt	-5	2	-2	1
CCc1ccc(CN(C)C(=O)c2cccc(S(=O)(=O)Nc3ccccc3OC)c2)cc1	8	-1	0	2.5	-4	0	3	11
COC(=O)Cn1c(=NC(=O)c2ccc(OC)c(OC)c2)sc2cc(OC)ccc21	-1	-7	nt	-0.1	-9	nt	0	nt
O=S(=O)(c1ccc(OCC(O)CN2CCN(c3ccc(F)cc3)CC2)cc1)N1CCOCC1 (centres undefined)	nt	-15	6	nt	nt	-2	nt	5
CCC(=O)Nc1ccc2c(c1)OC[C@H](C)N(Cc1ccccc1)C[C@@H](C)[C@@H](OC)CN(C)C2=O	3	1	4	0.1	13	7	0	5
O=C(Nc1ccc(C(=O)NCc2ccc(F)cc2)cc1)C1=CSCCO1	-3	-3	2	-0.1	-7	2	0	30
CO[C@@H]1CN(C)C(=O)c2ccc(NS(=O)(=O)c3cn(C)cn3)cc2OC[C@@H](C)N(Cc2cccc(Cl)c2)C[C@H]1C	0	11	3	-0.1	-7	-3	-3	2
CC(=O)N1[C@H](CO)[C@H](c2ccc(-c3ccccc3)cc2)[C@@H]1CNC(=O)C1CC1	nt	-1	-2	0.2	nt	0	nt	-4
O=C(/C(C=Nc1ccc(Br)cc1)=C(/O)c1ccco1)C(F)(F)F	-3	2	-7	0.9	-15	-8	2	nt
CCc1ccc(-c2cc3c(=O)n(CC(=O)NCCN4CCCCC4C)nc(C)n3n2)cc1 (centres undefined)	-1	-1	-4	-0.1	-16	-2	-3	4
O=[N+]([O-])c1ccc(N2CCN(c3ccccc3F)CC2)nc1	1	-1	-10	nt	-1	5	1	4
O=[N+]([O-])c1ccc(N2CCCCC2)cc1SCCO	-2	0	nt	-0.1	-2	nt	5	nt
Next section.
SMILES	ERp5 inh	ARNT TACC3 PPI	RAD54 inh	E-sel inducer	RAD52 inh	PglD inh	CASP6 VEID inh	esBAF inh
COCCn1c(C)cc(C(=O)CN2C(=O)C(=O)N(CCC3=CCCCC3)C2=O)c1C	8	nt	-19	0.7	-8	-2	-1	-4
O=C1C(=O)C(c2ccccc2)C(=O)C1c1ccccc1 (centres undefined)	3	-18	1	-0.2	4	2	1	8
COc1ccc(-c2nnn(CCC(=O)O)n2)cc1	nt	-6	8	nt	nt	-3	nt	-13
COc1cc2c(cc1OC)C(c1cccc([N+](=O)[O-])c1)N(C(=O)c1ccccc1C(=O)O)CC2 (centres undefined)	-4	4	-3	nt	-2	1	-4	-9
Cn1ccnc1SCC(=O)c1cc2ccccc2o1	nt	5	4	nt	nt	-1	nt	15
COc1ccc(-c2ccc(CCC(=O)O)n2NC(N)=O)cc1	6	-8	-4	nt	-13	-3	6	-6
CCN(CC)c1ncnc2c1ncn2[C@H]1CN(Cc2cccnc2)C[C@@H](CO)O1	2	nt	-3	-0.1	-3	-2	-1	-10
COc1cc(S(=O)(=O)N2CCOCC2)cc(C(=O)NCC(c2cccs2)N2CCOCC2)c1OC (centres undefined)	-3	nt	4	-1.1	1	-3	0	9
COC(=O)c1cc(C#N)c(NCc2ccc(Cl)cc2Cl)nc1C	nt	-2	-7	nt	nt	2	nt	-6
Cc1ccc(CCNC(=O)C2CCCN(S(=O)(=O)N3CC(C)CC(C)C3)C2)cc1 (centres undefined)	-8	1	7	nt	-4	1	1	-3
O=C(Oc1cccc2ccccc12)C1CC1	0	-1	1	nt	-7	-1	0	6
COc1ccc(-c2cnc3c(NC=O)cc(-c4ccc(C(=O)N5CCOCC5)cc4)cn23)cc1OC	3	nt	-4	-0.1	-12	-9	-1	-5
O=C1NC[C@@H](CCCCN2C[C@H](Cc3ccccc3)N(Cc3ccccc3)C(=O)C2=O)N(CC2CCCCC2)C1=O	-8	nt	nt	-0.2	-6	nt	3	nt
COc1cccc(NC(=O)CN(C)C(=O)c2ccc(COc3ccccc3)cc2)c1	20	1	nt	-1.8	-9	nt	-2	nt
CC(=O)CSc1cc(C)nc2c(-c3ccccc3)c(C)nn12	4	-2	nt	nt	-5	nt	1	nt
C=C(C1=CCN(S(=O)C(C)(C)C)[C@H]1CCO)c1ccccc1 (some centres undefined)	6	-3	11	nt	-47	-2	2	-4
CC(=NCc1cccnc1)C1=C(O)c2ccccc2C1=O	nt	13	10	nt	nt	3	nt	5
O=C(C[C@H]1CC[C@H]2[C@@H](COC[C@@H](O)CN2C(=O)c2cccnc2)O1)NCc1ccc(Cl)cc1	1	-5	1	0.0	2	14	-1	-2
CCc1cc(=O)oc2c(C)c(OCC(=O)NCCN3CCOCC3)ccc12	5	-1	5	nt	-12	-1	2	-8
COC(=O)[C@@]12C[C@@H](CC(=O)N3CCCCC3)C(=O)N(Cc3ccc4c(c3)OCO4)C1=CCC(C)(C)C2	4	nt	nt	-0.2	9	nt	4	nt
O=C(NNC(=O)c1ccccc1O)c1cccc(Br)c1	5	-6	-19	0.1	-3	-6	-1	46*
CC(=O)c1c(N2CCN(C)CC2)nc(=S)n(Cc2ccccc2)c1C	9	1	-5	nt	12	1	-37	nt
CCCCCC1CC(CC#CCN2CCOCC2)C(=O)O1 (centres undefined)	-1	-11	-2	nt	17	-1	3	2
CC(C)CN1C(=O)/C(=C/c2ccco2)NC1=S	-1	4	-10	1.6	-290	-3	13	-1
C[C@H](CO)N1C[C@H](C)[C@@H](CN(C)Cc2ccccc2C(=O)O)OCc2cnnn2CCCC1=O	1&3	3	-10	0.1	-8&3	-2	-1&-2	-8&-5

Some of these compounds in order of their number in RAD52 inh, high to low:
molecule	RAD52 inh
CCCCCC1CC(CC#CCN2CCOCC2)C(=O)O1 (centres undefined)	17
COC(=O)[C@@]12C[C@@H](CC(=O)N3CCCCC3)C(=O)N(Cc3ccc4c(c3)OCO4)C1=CCC(C)(C)C2	9
O=C1C(=O)C(c2ccccc2)C(=O)C1c1ccccc1 (centres undefined)	4
COc1cc(S(=O)(=O)N2CCOCC2)cc(C(=O)NCC(c2cccs2)N2CCOCC2)c1OC (centres undefined)	1
O=C(NNC(=O)c1ccccc1O)c1cccc(Br)c1	-3
COc1ccc(-c2ccc(CCC(=O)O)n2NC(N)=O)cc1	-13

In the list so far, these have a furan ring, fused or not:
SMILES	ERp5 inh	ARNT TACC3 PPI	RAD54 inh	E-sel inducer	RAD52 inh	PglD inh	CASP6 VEID inh	esBAF inh
CCC(=O)N(CCC(c1ccco1)C(C)C)Cc1ccccc1 (centres undefined)	-4	-17	-13	-0.2	-11	-4	3	0
O=C(/C(C=Nc1ccc(Br)cc1)=C(/O)c1ccco1)C(F)(F)F	-3	2	-7	0.9	-15	-8	2	nt
Cn1ccnc1SCC(=O)c1cc2ccccc2o1	nt	5	4	nt	nt	-1	nt	15
CC(C)CN1C(=O)/C(=C/c2ccco2)NC1=S	-1	4	-10	1.6	-290	-3	13	-1

Returning to the listing with the 3 entries that preceded the break.
SMILES	ERp5 inh	ARNT TACC3 PPI	RAD54 inh	E-sel inducer	RAD52 inh	PglD inh	CASP6 VEID inh	esBAF inh
CCCCCC1CC(CC#CCN2CCOCC2)C(=O)O1 (centres undefined)	-1	-11	-2	nt	17	-1	3	2
CC(C)CN1C(=O)/C(=C/c2ccco2)NC1=S	-1	4	-10	1.6	-290	-3	13	-1
C[C@H](CO)N1C[C@H](C)[C@@H](CN(C)Cc2ccccc2C(=O)O)OCc2cnnn2CCCC1=O	1&3	3	-10	0.1	-8&3	-2	-1&-2	-8&-5
O=C(CSc1ncn[nH]1)Nc1nnc(-c2ccccc2)s1	nt	0	-5	nt	nt	2	nt	22
C[C@H]1CN([C@@H](C)CO)C(=O)c2cc(N(C)C)ccc2O[C@H]1CN(C)S(=O)(=O)c1ccc(F)cc1	-7	-3	12	0.0	2	1	5	3
O=C(C[C@@H]1C=C[C@@H](NC(=O)c2cccnc2)[C@H](CO)O1)NCCN1CCCCC1	-7	0	1	-0.3	-1	0	-20	-3
CCOc1cc(NC(=S)N2CCC(C(N)=O)CC2)c(C(=O)OC)cc1OCC	9	-1	-1	-2.3	-8	-5	4	-8
COC(=O)CC1Oc2ccccc2N(Cc2ccccc2)C1=O (centres undefined)	0	nt	2	-0.1	-22	7	-1	2
COC(=O)c1c(C)cccc1C1CN=NC12Cc1ccccc1C2=O (centres undefined)	1	1	nt	0.3	-13	nt	4	nt
CO[C@@H]1CN(C)C(=O)c2ccc(NC(C)=O)cc2OC[C@@H](C)N(C(=O)c2ccccn2)C[C@H]1C	-1	-5	?	-0.2	15	-4	0	-6
COCC(=O)N(C)C[C@@H]1Oc2ncc(C#CCC3CCCC3)cc2C(=O)N([C@H](C)CO)C[C@@H]1C	-7	2	-5	-0.7	-10	0	3	-9
CC(C)c1ccc(C2(O)C(=O)Nc3cc(Br)ccc32)c(O)c1 (centres undefined)	4	-1	-3	-0.2	-9	0	9	7
